GLP1R ag = activates the human GLP-1 receptor; P43220; HEK293 GLP-1R CRE-luciferase, luminescence, 4-6 h; cells express a hypersensitive GLP-1R form; actives 0.007% (n = 380,000); Potency, µM (series often up to 45.6 µM), without a hit: at the highest dose activation, usual class: activators; AID 624172; also: potency is read from the fitted curve at half-maximal effect; % of control where 0% means no effect
Target sequence (P43220 whole entry, looked up): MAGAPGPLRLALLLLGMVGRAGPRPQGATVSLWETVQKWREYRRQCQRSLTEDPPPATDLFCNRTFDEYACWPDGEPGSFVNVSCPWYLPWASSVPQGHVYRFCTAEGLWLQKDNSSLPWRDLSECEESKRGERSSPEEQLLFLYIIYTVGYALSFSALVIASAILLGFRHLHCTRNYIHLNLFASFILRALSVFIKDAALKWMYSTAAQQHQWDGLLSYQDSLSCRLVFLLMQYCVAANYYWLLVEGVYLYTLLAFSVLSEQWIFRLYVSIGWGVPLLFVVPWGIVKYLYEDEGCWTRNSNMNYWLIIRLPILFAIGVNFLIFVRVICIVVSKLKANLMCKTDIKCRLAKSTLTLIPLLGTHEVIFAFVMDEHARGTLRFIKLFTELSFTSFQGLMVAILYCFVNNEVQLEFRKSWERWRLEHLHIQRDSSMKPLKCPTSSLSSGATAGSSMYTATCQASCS
KB-3-1 cytotox = kills parental KB-3-1 adenocarcinoma cells. KB-3-1 viability, CellTiter-Glo ATP luminescence, 72 h. Potency, µM (top dose mostly 46.1 µM), for inactives: at the top dose activity change, negative = cytotoxic, hits mostly cytotoxic. actives 1.4% (n = 400,000). AID 1347075; also: potency is read from the fitted curve at half-maximal effect; % is scaled to controls: 0 for no effect and ±100 for the full control effect; nearly all actives have a fitted effect of over 60% in size
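Cells are dispensed, compounds pinned in, plates held at 37 °C for 72 h, then CellTiter-Glo is added and luminescence read after 10 minutes. Cell line: parental KB-3-1 in phenol-red-free DMEM, 10% FBS.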
SW480 rerep = induces DNA re-replication in SW480 colon adenocarcinoma cells; Potency, µM (highest dose often 46.1 µM), for the others: at the top dose re-replication activation, usual class: activators; actives 1.8% (n = 340,000); SW480 DNA re-replication, Hoechst DNA content imaging, 48 h; also: potency is read from the fitted curve at half-maximal effect; % of control where 0% means no effect; nearly all actives have a fitted effect of over 55% in size
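250 cells/well; 23 nL cpd via pin tool; 48 hr, 37 C, 5% CO2; Hoechst 40 min; imager read of total nuclear intensity, ex 405/em 500-530 nm.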
HT1080NT lethal = kills 2HG-producing HT-1080-NT fibrosarcoma cells | Potency, µM (titrated, usually from 46.1 µM), for inactives: at the top dose activity, negative = less viability, most hits filed as cytotoxic | HT-1080-NT fibrosarcoma viability, CellTiter-Glo ATP luminescence, 48 h | actives 1.6% (n = 360,000) | AID 686970;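 also: NT is the 2HG producing partner of a matched IDH1 knockdown line; potency is read from the fitted curve at half-maximal effect; 0% = DMSO-treated cells and -100% = media-only wells without cells; nearly all actives have a fitted effect of over 55% in size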
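Viability of the 2HG-overproducing fibrosarcoma line after 48 hours of compound exposure at 37 degrees C was determined by luminescence with CellTiter-Glo, and concentration-effect curves were then fitted and categorized.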
D3 antag = D3 dopamine receptor (human) antagonism | actives 2.5% (n = 360,000) | D3R cells, DiscoveRx beta-arrestin luminescence, antagonist mode; hits give low values | P35462 | max response, negative = inhibition, % | AID 652054; in the data active = max response below about -50%; inconclusive = no clear call, values can overlap the other calls; also: % is scaled to controls: 0 for no effect and ±100 for the full control effect; mostly tested at two doses, the higher about 12 µM
Target sequence (P35462 whole entry, looked up): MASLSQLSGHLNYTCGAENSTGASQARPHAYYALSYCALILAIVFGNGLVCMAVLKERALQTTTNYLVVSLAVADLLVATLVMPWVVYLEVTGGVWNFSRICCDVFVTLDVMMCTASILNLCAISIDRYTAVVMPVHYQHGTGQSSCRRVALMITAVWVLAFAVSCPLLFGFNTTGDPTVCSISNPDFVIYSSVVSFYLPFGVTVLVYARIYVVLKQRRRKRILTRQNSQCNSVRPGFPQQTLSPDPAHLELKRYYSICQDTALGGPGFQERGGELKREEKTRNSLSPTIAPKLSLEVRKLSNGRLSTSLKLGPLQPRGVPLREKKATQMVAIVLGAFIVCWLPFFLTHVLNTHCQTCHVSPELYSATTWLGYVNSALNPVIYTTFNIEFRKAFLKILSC
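Cells plated overnight at 1500 cells/well, then exposed to library compounds with dopamine controls for 90 minutes at 37 degrees C. DiscoveRx reagent added for 30–60 minutes at room temperature; luminescence read, quantitative HTS format.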
IL-1B inflam inh = blocks inflammasome-driven IL-1 beta release. THP-1 LPS/ATP IL-1B secretion, AlphaLISA, 16 h; hits give low values. actives 4.7% (n = 360,000). activity change, % at 57.5 µM; in the data active = activity change below about -50%; inconclusive = mostly about -30% to -49%; also: % is scaled to controls: 0 for no effect and ±100 for the full control effect
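THP-1 cells pretreated 1 hr with compounds (up to 57.5 uM final), then stimulated with LPS (250 ng/mL final) plus ATP (1.25 mM final); secreted IL-1B measured by AlphaLISA after 16 hr, decreased signal indicating inhibition.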
D3 ag = activates the human D3 dopamine receptor; D3R DiscoveRx beta-arrestin cells, luminescence, 90 min; max activation, %; actives 0.58% (n = 410,000); AID 652048; in the data active = max activation above about 30%; also: 0% is about no effect; mostly tested at two doses, the higher about 12 µM
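Agonist mode: compounds and dopamine controls were applied to plated cells for 90 min at 37 degrees C after an overnight attachment at 1500 cells/well. Luminescent read-out followed 30 - 60 minutes at room temperature with DiscoveRx detection reagent.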
KB-V1 MDR tox = kills drug-selected multidrug resistant KB-V1 cells | KB-V1 MDR cells viability, CellTiter-Glo, 72 h | Potency, µM (series often up to 46.1 µM), for the others: top-dose activity change, negative = cytotoxicity, actives largely listed as cytotoxic | actives 3.4% (n = 400,000) | AID 1347076; also: potency is read from the fitted curve at half-maximal effect; % is scaled to controls: 0 for no effect and ±100 for the full control effect; nearly all actives have a fitted effect of over 60% in size
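Cytotoxicity toward P-gp-expressing KB-V1 cells was determined as loss of CellTiter-Glo luminescence after 72 h at 37 degrees C. Compounds were tested in quantitative HTS format across a concentration range, with curves fitted to normalized data.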
HT1080 IDH1KD tx = toxicity to HT-1080 IDH1 knockdown cells (counter line); Potency, µM (top dose mostly 46.1 µM), without a hit: top-dose activity, negative = toxicity, usual class: cytotoxic; HT-1080 IDH1 knockdown viability, ATP luminescence, 48 h; actives 2% (n = 360,000);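 also: potency is read from the fitted curve at half-maximal effect; 0% = DMSO wells and -100% = cell-free medium wells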
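% activity derives from luminescence (CellTiter-Glo), normalised to DMSO and no-cell wells. HT-1080-IDH1KD cells, 750/well, had 48 h compound exposure at 37 °C.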
The depositor's hits bear a star; i = inactive; ? = inconclusive; . = not tested or not shown; [ ] = dose if it differs, or a comment. Unless noted, calls follow the shape of the dose curve; as a rule, active = well fitted curve in the direction sought with a large enough effect; inconclusive = small, poorly fitted or top-dose-only effect, or another doubt; inactive = no such curve, though single readings can be large; an effect the other way counts as inactive or inconclusive.

[1] CC1CCCCC1NC(=O)COC(=O)CN1C(=O)c2ccccc2C1=O (configuration not stated)
[2] Cc1cccc(C2c3c(n(C)c(=O)n(C)c3=O)N=C3c4ccccc4C(=O)C32)c1 (configuration not stated)
[3] Cc1ccoc1C(=O)NCCNC(=O)c1occc1C
[4] Cc1ccc(-n2ncc3c(=O)n(-c4ccc(C)c(C)c4)c(-c4ccco4)nc32)cc1
[5] COC(=O)CCCC1=CC2=CC(=O)C(C)(OC(=O)C3CCCC3)C(=O)C2=CO1 (configuration not stated)
[6] CCCCCCCCN1C(=O)[C@H](CC(=O)NCc2cccc(C(F)(F)F)c2)C[C@@]2(C(=O)OCC)CCC=C12
[7] O=C(CN1C(=O)c2ccccc2C1=O)NCc1ccncc1
[8] COc1cc(NC(=O)C(=O)NNC(=O)C2CCCCC2)c(OC)cc1Cl
[9] COc1cc(NC(=O)c2ccccc2[N+](=O)[O-])ccc1NC(=O)c1cc2ccccc2o1
[10] O=[N+]([O-])c1ccccc1CNC(Cc1ccccc1)c1ccccc1 (configuration not stated)

entry no. | 1 | 2 | 3 | 4 | 5 | 6 | 7 | 8 | 9 | 10
GLP1R ag | -5% | 0% | 4% | 3% | -3% | . | 17% | -3% | -4% | 1%
KB-3-1 cytotox | -5% | -3% | -6% | ? | 5% | -12% | 6% | -6% | 1% | 11%
SW480 rerep | 51% | 16% | -94%[inhibitor] | ? | -2% | . | -3% | 23% | -16% | -10%
HT1080NT lethal | 10%[9.24 µM] | ? | 9% | -8% | 1% | ? | 0% | -4% | -4% | -5%
D3 antag | 6 | 15 | -19 | 25 | 0 | 14 | 14 | 23 | 34 | -14
IL-1B inflam inh | 1 | 14 | 23 | -18 | 8 | -23 | 0 | 8 | ? | -2
D3 ag | 1 | 3 | -13 | -1 | -5 | -7 | 15 | -11 | 1 | -18
KB-V1 MDR tox | 0% | ? | 1% | ? | -6% | -12% | -5% | ? | -3% | ?
HT1080 IDH1KD tx | 4% | ? | 15% | -29% | 1% | ? | 4% | -5% | 2% | -8%

[11] Cc1ccc(N(C(=O)c2csnn2)C(C(=O)NC2CCCCC2)c2cccnc2)c(C)c1 (configuration not stated)
[12] CC1Cc2ccccc2N1S(=O)(=O)c1cccc(C(=O)NCCCn2ccnc2)c1 (configuration not stated)
[13] COc1ccc(NC(=O)COC(=O)CN2C(=O)C3CC=CCC3C2=O)c([N+](=O)[O-])c1 (configuration not stated)
[14] Cc1cc(C)n2cnnc2n1
[15] CC1CCCCN1C(=O)c1ccc(C(=O)c2ccccc2)cc1 (configuration not stated)
[16] CC(C)Cn1cc(-c2cncc3nccn23)cn1
[17] CCn1nc(C)cc1C(=O)N1CCCC(N(C)CCc2ccc(OC)c(OC)c2)C1 (configuration not stated)
[18] Cc1csc(-c2nc3ccccc3n2C(C)c2nc3ccccc3[nH]2)c1 (configuration not stated)
[19] CC12CCC(C(=O)N3CCCCCC3)(OC1=O)C2(C)C (configuration not stated)
[20] Cc1ccc(C(=O)NC(=S)NCC(=O)c2ccccc2)cc1

entry no. | 11 | 12 | 13 | 14 | 15 | 16 | 17 | 18 | 19 | 20
GLP1R ag | 6% | 16% | 14% | -3% | 9% | 17% | 8% | . | -1% | -7%
KB-3-1 cytotox | 5% | -22% | 0% | 0% | -4% | 0% | 6% | -7% | 0% | 5%
SW480 rerep | -1% | 3% | -4% | -9% | -13% | . | ? | . | -5% | -2%
HT1080NT lethal | 11% | 4% | -8% | 18% | 1% | 6% | -3% | -20% | 13% | 11%
D3 antag | -8 | -25 | 2 | -16 | -9 | 20 | -3 | -13 | -24 | 37
IL-1B inflam inh | 5 | -4 | 7 | 0 | 6 | -8 | i | -6 | 0 | -2
D3 ag | 4 | -2 | 2 | -6 | -1 | 8 | -9 | -5 | -2 | 0
KB-V1 MDR tox | ? | -4% | 9% | 1% | -6% | 3% | ? | -14% | 0% | -7%
HT1080 IDH1KD tx | 9% | -14% | 0% | 17% | -1% | 25% | 2% | -6% | -3% | 4%

[21] CCOc1ccc(S(=O)(=O)NC(Cc2cnc[nH]2)C(=O)O)cc1 (configuration not stated)
[22] CC(=O)NC(CC(=O)NCC(c1ccco1)N(C)C)c1ccccc1 (configuration not stated)
[23] CCN(C(=O)CSc1ccc2ccccc2c1)C1CCS(=O)(=O)C1 (configuration not stated)
[24] CN(CC(=O)Nc1ccccc1Br)c1ncnc2sccc12
[25] CC1CN(C(=O)N2CCCCC2)CCN1C(=O)N1CCCCC1 (configuration not stated)
[26] COc1ccc(C(C(=O)NCC2CCCO2)N(C(=O)c2snc(C(N)=O)c2N)c2ccc(C)cc2)cc1OC (configuration not stated)
[27] Cc1ccc(C(=O)C2=C(O)C(=O)N(c3ncccn3)C2c2ccccc2F)o1 (configuration not stated)
[28] COc1ccc(CNc2nc3c(-c4cccc(F)c4)nnn3c3ccccc23)cc1
[29] COCCCNC(=O)CC1C[C@H](C(=O)N(C(C)C)C(C)C)[C@@]2(C)c3[nH]c4ccccc4c3CCN2C1=O (some centres not stated)
[30] O=C(Nc1ccc2c(c1)C(=O)N(c1ccccc1)C2=O)C1CCCO1 (configuration not stated)

entry no. | 21 | 22 | 23 | 24 | 25 | 26 | 27 | 28 | 29 | 30
GLP1R ag | -1% | 7% | 14% | 9% | 12% | -1% | -4% | 0% | 8% | 0%
KB-3-1 cytotox | 0% | 8% | 5% | ? | 1% | 23% | 4% | 6% | -22% | 14%
SW480 rerep | 2% | -3% | -1% | -10% | -17% | -7% | -1% | . | -20% | -7%
HT1080NT lethal | 17% | -5% | 5% | -7% | 1% | -10% | 11% | . | 7% | 4%
D3 antag | 3 | -9 | 12 | -6 | -13 | -2 | -7 | . | 3 | -24
IL-1B inflam inh | 4 | 3 | -1 | -1 | 8 | -7 | -4 | . | -2 | -6
D3 ag | -1 | -12 | -4 | 5 | 4 | 2 | -3 | 7 | 12 | -2
KB-V1 MDR tox | 7% | 20% | 1% | 17% | -11% | -7% | -7% | 12% | 9% | -4%
HT1080 IDH1KD tx | 9% | 1% | 5% | -9% | 2% | -8% | 0% | . | 20% | 2%

[31] COc1ccc(-c2ccc(-c3nnn(CC(C)=O)n3)cc2)cc1
[32] COc1ccccc1N=C1SC(C(=O)Nc2ccc(F)cc2)CC(=O)N1C (configuration not stated)
[33] O=C(NC1CCC(O)CC1)c1cc(-c2ccc(Cl)cc2)nc2ccccc12 (configuration not stated)
[34] CC(=O)N1CC2(CC(c3ccc(Cl)cc3Cl)=NO2)CN1c1cccc(Cl)c1 (configuration not stated)
[35] CCCNC(=O)NC(=O)CSc1ccc(C)cc1C
[36] COc1ccc(OCCC(=O)Nc2cc3c(cc2C(=O)O)OCCCO3)cc1
[37] COc1ccc(/C=N/NC(=O)c2ccoc2C)cc1COc1ccc(Cl)cc1
[38] CCOC(=O)CC1C(=O)NCCN1Cc1cccs1 (configuration not stated)
[39] Cc1ccc(C2CC(c3cccs3)=NN2C(=O)c2ccco2)o1 (configuration not stated)
[40] O=C(O)C1CCCN(S(=O)(=O)c2cccs2)C1 (configuration not stated)
[41] CCN1C(=O)[C@@H]2[C@@H](c3ccc(-c4ccc(Cl)c(Cl)c4)cc3)N3CCCC[C@@]3(C(=O)OC)[C@@H]2C1=O
[42] Cc1ccc(/C=C/C(=O)OCC(=O)NC(C)c2ccccc2)o1 (configuration not stated)

entry no. | 31 | 32 | 33 | 34 | 35 | 36 | 37 | 38 | 39 | 40 | 41 | 42
GLP1R ag | -9% | 34% | 5% | 1% | 17% | -20% | -9% | 0% | 20% | -9% | -5% | -9%
KB-3-1 cytotox | -10% | -5% | 37% | -30% | -2% | -6% | ? | -5% | -3% | -9% | 0% | 0%
SW480 rerep | 0% | 7% | 0% | . | -8% | -4% | 5% | -16% | ? | 0% | ? | -14%
HT1080NT lethal | 4% | -13% | -2% | -8% | 0% | -3% | -12% | 9% | -32% | 2% | 10% | 22%
D3 antag | -2 | -10 | 7 | 18 | -13 | 7 | 36 | 6 | 22 | 4 | -17 | 7
IL-1B inflam inh | 12 | -2 | -55* | -3 | 15 | 5 | 13 | 6 | 18 | -1 | -3 | -1
D3 ag | -1 | 2 | 2 | 9 | 11 | 0 | 6 | -5 | -2 | -2 | 7 | -17
KB-V1 MDR tox | -5% | -6% | 6% | -11% | -29% | 4% | ? | 2% | 2% | 6% | 5% | -4%
HT1080 IDH1KD tx | 2% | -15% | 20% | -10% | 1% | 0% | ? | 10% | ? | 12% | 3% | 2%

Sorted by count of non-hydrogen atoms (falling): 7 of the compounds above.
[29] COCCCNC(=O)CC1C[C@H](C(=O)N(C(C)C)C(C)C)[C@@]2(C)c3[nH]c4ccccc4c3CCN2C1=O (some centres not stated)
[13] COc1ccc(NC(=O)COC(=O)CN2C(=O)C3CC=CCC3C2=O)c([N+](=O)[O-])c1 (configuration not stated)
[27] Cc1ccc(C(=O)C2=C(O)C(=O)N(c3ncccn3)C2c2ccccc2F)o1 (configuration not stated)
[32] COc1ccccc1N=C1SC(C(=O)Nc2ccc(F)cc2)CC(=O)N1C (configuration not stated)
[23] CCN(C(=O)CSc1ccc2ccccc2c1)C1CCS(=O)(=O)C1 (configuration not stated)
[15] CC1CCCCN1C(=O)c1ccc(C(=O)c2ccccc2)cc1 (configuration not stated)
[16] CC(C)Cn1cc(-c2cncc3nccn23)cn1

entry no. | 29 | 13 | 27 | 32 | 23 | 15 | 16
GLP1R ag | 8% | 14% | -4% | 34% | 14% | 9% | 17%
KB-3-1 cytotox | -22% | 0% | 4% | -5% | 5% | -4% | 0%
SW480 rerep | -20% | -4% | -1% | 7% | -1% | -13% | .
HT1080NT lethal | 7% | -8% | 11% | -13% | 5% | 1% | 6%
D3 antag | 3 | 2 | -7 | -10 | 12 | -9 | 20
IL-1B inflam inh | -2 | 7 | -4 | -2 | -1 | 6 | -8
D3 ag | 12 | 2 | -3 | 2 | -4 | -1 | 8
KB-V1 MDR tox | 9% | 9% | -7% | -6% | 1% | -6% | 3%
HT1080 IDH1KD tx | 20% | 0% | 0% | -15% | 5% | -1% | 25%

Screening results: PubChem, National Center for Advancing Translational Sciences (NCATS)
